Compound activity: PubChem BioAssay, several laboratories
HCV NS3 hel inh – inhibitors of HCV NS3 helicase, primary screen, biochemical, Cy5 molecular beacon fluorescence | Hepatitis C virus NS3 helicase | NS3 helicase DNA unwinding | 0.56% of 290,000 active | inhibition, % at 10.9 µM;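 active = inhibition above the mean of all tested compounds plus 3 SD, set per campaign, cut at about 35% in these data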;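 also: 0% = DMSO wells and 100% = thioflavine S control wells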
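Assay system – hepatitis C virus NS3 helicase domain fragment enzyme · Buffer or medium – MOPS pH 6.5, MgCl2, DTT, Tween20, BSA · Reagent – Cy5/quencher beacon DNA duplex and ATP to start · Compound – single 10.9 µM dose · Timing – 1 h at 25 °C · Technique – Cy5 beacon fluorescence read at start and 1 h · Measure – % inhibition of unwinding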
FID counter – compounds displacing fluorescent DNA intercalator, primary screen, artefact control for HCV NS3 helicase inhibitor project, biochemical, FID fluorescence; DNA fluorescent intercalator displacement; inhibition, % at 7.9 µM; 0.17% of 290,000 active; in the data active = inhibition above about 37%;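 also: 0% = vehicle and 100% = reference compound; higher means more ethidium bromide displaced from hairpin DNA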
MEKK3 PB1 HTS – modulators of MEKK3-MEK5 PB1 binding, primary screen, biochemical, wildtype MEKK3, multiplex bead flow cytometry, Alexa488-MEK5. 1.4% of 290,000 active. Mitogen-activated protein kinase kinase kinase 3 (Homo sapiens), Q99759. binding response (% of control), % at 10 µM. bead-based flow cytometry, Alexa488-MEK5 binding to MEKK3; actives lie on both sides; 0 = blocked by unlabeled MEK5, 100 = vehicle;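 active = binding response more than 3 SD above or below the average of its plate-row segment, actives on both sides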;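 also: Alexa488 bead fluorescence after subtracting the streptavidin-only scavenger bead signal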
Target sequence (Q99759 whole entry, looked up): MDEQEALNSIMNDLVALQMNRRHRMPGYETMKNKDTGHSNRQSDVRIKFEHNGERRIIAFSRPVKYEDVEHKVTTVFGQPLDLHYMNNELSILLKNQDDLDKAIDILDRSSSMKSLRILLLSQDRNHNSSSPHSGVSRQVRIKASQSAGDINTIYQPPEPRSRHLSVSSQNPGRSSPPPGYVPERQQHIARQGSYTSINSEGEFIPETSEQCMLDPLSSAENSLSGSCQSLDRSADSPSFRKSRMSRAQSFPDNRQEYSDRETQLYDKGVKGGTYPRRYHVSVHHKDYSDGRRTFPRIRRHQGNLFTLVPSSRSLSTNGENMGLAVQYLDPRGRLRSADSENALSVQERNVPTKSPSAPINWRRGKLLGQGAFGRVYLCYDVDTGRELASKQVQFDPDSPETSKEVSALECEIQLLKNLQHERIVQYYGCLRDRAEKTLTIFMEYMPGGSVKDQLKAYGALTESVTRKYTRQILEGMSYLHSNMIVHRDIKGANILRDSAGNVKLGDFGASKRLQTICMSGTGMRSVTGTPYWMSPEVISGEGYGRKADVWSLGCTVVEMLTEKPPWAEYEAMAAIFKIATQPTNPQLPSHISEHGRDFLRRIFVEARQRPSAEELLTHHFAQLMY
PHOSPHO1 block – PubChem AID 1565 | 1.1% of 290,000 active | recombinant PHOSPHO1, absorbance phosphatase assay | inhibition, % at 13.3 µM | Phosphoethanolamine/phosphocholine phosphatase (Homo sapiens), Q8TCT1; in the data active = inhibition above about 60%
Target sequence (Q8TCT1 whole entry, looked up): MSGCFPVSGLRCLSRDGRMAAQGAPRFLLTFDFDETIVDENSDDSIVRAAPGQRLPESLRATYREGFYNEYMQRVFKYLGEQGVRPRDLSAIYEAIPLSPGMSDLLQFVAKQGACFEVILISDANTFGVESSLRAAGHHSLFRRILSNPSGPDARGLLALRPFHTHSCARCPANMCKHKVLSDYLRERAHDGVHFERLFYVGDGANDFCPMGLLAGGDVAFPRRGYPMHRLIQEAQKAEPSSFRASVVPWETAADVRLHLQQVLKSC
IMP-1 inh – IMP-1 metallo-beta-lactamase inhibitors, primary screen, biochemical, epi-absorbance readout, Pseudomonas aeruginosa enzyme; metallo-beta-lactamase IMP-1 (Pseudomonas aeruginosa); purified IMP-1, nitrocefin hydrolysis, epi-absorbance fluorescence; inhibition, % at 5.6 µM; 0.45% of 290,000 active;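 active = inhibition above the mean plus 3 SD of all compounds in the same screening run, cut at about 4.5% in these data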;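 also: 0% = IMP-1 with DMSO and 100% = DMSO wells lacking enzyme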
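System: Purified recombinant IMP-1 metallo-beta-lactamase enzyme | Measured by: Fluorescence quenching readout, ex 480/em 530 nm | Replication: Singlicate | Incubation: 15 min preincubation plus 25 min reaction at 25 °C | Evaluation: Percent inhibition from optical density relative to buffer-blank wells | Benchmarks: DMSO with and without IMP-1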
IDE cell activ – human IDE activators in live cells, primary screen, fluorescence polarization, HEK cells, FAbeta-B substrate; Insulin-degrading enzyme (Homo sapiens), P14735; FAbeta-B cleavage; 0% vehicle, 100% cell-free pure enzyme wells; activation, % at 5.96 µM; 0.073% of 340,000 active;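 active = activation above the mean of all tested compounds plus 3 SD, set per screening campaign, cut at about 17% in these data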
VIM-2 inh – VIM-2 metallo-beta-lactamase inhibitors, primary screen, biochemical, epi-absorbance readout, Pseudomonas aeruginosa enzyme; purified VIM-2, nitrocefin hydrolysis, epi-absorbance fluorescence; inhibition, % at 5.6 µM; AID 1527, 2009; 0.89% of 290,000 active;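 active = inhibition above the mean of all tested compounds plus 3 SD, cutoff set per screening run, cut at about 7.5% in these data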;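 also: red hydrolysis product quenches plate fluorescence so inhibitors raise well fluorescence; 0% = enzyme with DMSO and 100% = DMSO without enzyme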
SUMO HTRF inh – inhibitors of in vitro SUMOylation cascade, primary screen, biochemical, HTRF, uHTS; SUMO-conjugating enzyme UBC9 (Homo sapiens), P63279; HTRF SUMOylation assay, SAE1/SAE2 + UBC9; inhibition, % at 35 µM; 0.36% of 290,000 active; in the data active = inhibition above about 50%, passing the limit was not always enough; also: strong numbers were not always called active
Target sequence (P63279 whole entry, looked up): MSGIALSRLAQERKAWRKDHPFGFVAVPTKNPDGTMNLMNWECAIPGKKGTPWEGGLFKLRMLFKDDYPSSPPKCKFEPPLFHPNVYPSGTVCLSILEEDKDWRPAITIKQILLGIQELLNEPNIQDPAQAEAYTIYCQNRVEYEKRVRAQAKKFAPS
pCIP destab – p/CIP-EGFP fusion destabilizers, primary screen, fluorescence, F442A cells; 0.01% of 290,000 active; decrease of EGFP signal, % at 10 µM; Q05BA5; AID 1984, 2009; 16 h;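 active = EGFP signal decrease of at least 30% at 10 µM or well 3 SD below plate mean, unless failing retest; inactive = the rest, including hits failing retest or dose response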; also: some compounds called inactive have numbers as strong as hits; many of its hits are not listed in these tables
* hit, by the source's call; . = no result given. Not all compounds are listed; rates above refer to the full screens.

Molecule,HCV NS3 hel inh,FID counter,MEKK3 PB1 HTS,PHOSPHO1 block,IMP-1 inh,IDE cell activ,VIM-2 inh,SUMO HTRF inh,pCIP destab
C/C(=N\OCC(=O)Nc1ccc(Br)cc1)c1cccs1,-4.9,-5.9,68.0,30.3,-0.8,-0.1,0.5,-33.5,-4.5
O=C(Nc1c2c(nn1-c1ccc(Cl)cc1)CS(=O)(=O)C2)c1ccccc1,4.5,-13.5,105.0,27.0,0.2,2.7,-2.2,4.7,-6.8
CC(C)c1nc2sc3c(=S)nc[nH]c3c2c2c1CCC2,6.2,-11.8,103.0,-90.8,4.5*,1.4,-4.9,6.2,-1.6
CCN(C(=O)Cc1c(C(=O)O)[nH]c2ccccc12)c1ccc(OC)cc1,4.8,-42.3,101.0,42.4,-2.3,2.7,-2.1,7.5,2.7
COc1ccc(-c2nnc(SCC(=O)c3ccco3)n2-c2ccccc2)cc1,4.4,1.7,96.0,38.7,-2.4,4.0,-1.9,4.5,11.5
CC(C)Cn1c(N)c(C(=O)CSc2ncnc3sc4c(c23)CCCC4)c(=O)n(C)c1=O,0.7,1.4,94.0,-2.4,-1.6,3.7,0.3,-5.7,4.0
O=C(NNC(=O)c1ccccn1)c1cccc([N+](=O)[O-])c1,-10.6,-7.9,105.0,16.1,-6.1,-1.1,-2.6,-20.0,-0.5
COc1ccc(Nc2nnc(SCc3cc(=O)n4ccsc4n3)s2)cc1,8.2,-20.8,107.0,0.1,-1.4,-10.0,-3.4,21.5,-3.0
O=C(Nc1cccc(OC(=O)c2cccnc2)c1)c1cccnc1,7.0,-2.3,102.0,42.0,-3.3,-0.7,-0.9,21.0,10.8
COC(=O)c1c(NC(=O)Nc2ccc(Cl)cc2)sc(C)c1C,3.2,-1.5,.,-10.7,-4.9,10.0,-3.9,17.8,-0.6
CCn1c(SCc2nc3ccccc3c(=O)[nH]2)nc2ccccc21,9.7,-13.2,93.0,-19.1,-3.9,1.7,1.3,9.4,-2.7
COc1ccccc1CNS(=O)(=O)c1c(C)noc1C,7.4,-3.1,104.0,-3.5,-4.6,2.4,-7.0,9.0,0.2
Cc1ccccc1NN=Nc1nc2c([nH]1)c(=O)n(C)c(=O)n2C,-2.6,3.9,98.0,3.1,-3.1,0.1,-2.2,-6.9,-3.2
CC1CCN(CCCn2c(SCC(=O)Nc3ccccc3Cl)nc3ccccc3c2=O)CC1,-61.2,26.4,95.0,-0.4,-0.9,2.3,-4.0,13.0,-1.2
Cn1nccc1C(=O)N1CCC(Cc2ccccc2)CC1,-8.7,-28.7,102.0,42.8,-3.5,-3.1,-4.3,7.8,4.3
Cc1cc(=O)[nH]c(-n2nc(C)c(Oc3ccccc3O)c2C)n1,1.8,-13.8,99.0,-1.6,-1.8,5.2,-2.7,-42.9,-8.3
CCn1cc([N+](=O)[O-])c(C(=O)Nc2ccn(Cc3ccccc3F)n2)n1,3.3,-4.3,97.0,18.7,0.3,2.0,-0.9,7.1,-6.9
COc1ccc(OC)c(C(=O)NC(CC(N)=O)c2ccc(N3CCC(N4CCCCC4)CC3)c([N+](=O)[O-])c2)c1 (stereo unspecified),-4.5,-3.4,106.0,-18.6,-1.1,4.8,0.1,20.0,-7.7
Cc1cc(S(=O)(=O)NCCCN2CCOCC2)c(Cl)cc1Cl,-4.9,-5.2,102.0,18.8,-1.4,0.4,-1.3,7.4,4.4
Cc1cc(NC(=O)Nc2ccccc2[N+](=O)[O-])n(C)n1,12.6,-2.5,103.0,.,-3.0,0.6,-1.9,8.0,-1.1
CN(Cc1cnccn1)Cc1nc(Cc2ccccc2F)no1,3.0,-4.1,109.0,26.9,-3.8,-2.5,-2.4,15.4,6.3
COc1ccc(CNC(=O)C2CCN(c3nnc(N4CCCC4=O)s3)CC2)cc1,-12.7,-25.8,98.0,12.3,-0.4,-5.0,-3.4,3.3,-3.5
Cc1ccc(N(CC(=O)NC2CCCC2)C(=O)CCC(=O)Nc2ccccn2)cc1,-15.5,-36.7,102.0,4.0,-1.5,0.0,-2.9,4.3,-15.9
COc1ccc(N(CC(=O)NCCSc2ccccn2)S(=O)(=O)c2ccccc2)cc1OC,-0.1,-39.5,100.0,13.0,-3.5,-0.7,-2.6,7.0,-2.4
COc1ccc(OC)c2[nH]c(=O)c(CCNC(C)=O)cc12,7.2,5.6,102.0,-3.9,-3.3,-2.8,0.7,-1.0,-4.3
COc1ccc(OCc2ccc(C(=O)NN)cc2)cc1,-1.8,-6.5,98.0,-9.2,-8.5,6.1,-3.8,23.6,2.6
Clc1ccc(CN2CCN(c3ncnc4scc(-c5cccs5)c34)CC2)cc1,-8.9,-7.7,106.0,22.3,-2.5,4.1,-2.9,-16.7,-7.1
O=c1nc(-c2ccccc2)c2cc(SC(F)F)ccc2[nH]1,-1.3,-10.5,99.0,.,-3.8,-1.3,-1.7,27.1,-11.5
CCOC(=O)C1(Cc2ccc(OC)cc2)CCN(C(=O)[C@@H]2CCCN2C(C)=O)CC1,-6.3,-15.3,101.0,2.6,-0.9,3.2,-2.1,-6.8,5.6
COc1ccc(C2CC(c3ccc(Cl)cc3)=NN2C(=O)c2cccc([N+](=O)[O-])c2)cc1 (stereo unspecified),1.7,0.6,102.0,-11.7,-1.4,4.3,0.0,15.8,-4.7

3 entries from above, arranged by their value in HCV NS3 hel inh, smallest number first.
SMILES	HCV NS3 hel inh	MEKK3 PB1 HTS	PHOSPHO1 block	IMP-1 inh	IDE cell activ	VIM-2 inh	SUMO HTRF inh	pCIP destab
COc1ccc(C2CC(c3ccc(Cl)cc3)=NN2C(=O)c2cccc([N+](=O)[O-])c2)cc1 (stereo unspecified)	1.7	102.0	-11.7	-1.4	4.3	0.0	15.8	-4.7
Cc1cc(=O)[nH]c(-n2nc(C)c(Oc3ccccc3O)c2C)n1	1.8	99.0	-1.6	-1.8	5.2	-2.7	-42.9	-8.3
Cc1cc(NC(=O)Nc2ccccc2[N+](=O)[O-])n(C)n1	12.6	103.0	.	-3.0	0.6	-1.9	8.0	-1.1

More structures:
Molecule,HCV NS3 hel inh,FID counter,MEKK3 PB1 HTS,PHOSPHO1 block,IMP-1 inh,IDE cell activ,VIM-2 inh,SUMO HTRF inh,pCIP destab
CC(C)C(=O)Nc1ccc2c(c1)Cc1cc(NC(=O)C(C)C)ccc1-2,-3.4,-11.7,99.0,3.1,-2.8,3.3,-2.7,1.5,-6.2
CCCC1C(C#N)=C(N)Oc2n[nH]c(C(C)(C)C)c21 (stereo unspecified),0.0,-2.9,96.0,0.2,-1.2,-3.4,-1.4,7.3,-2.9
CC(c1ccccc1)N1CC(C(=O)O)CC1=O (stereo unspecified),-6.8,0.3,107.0,42.1,-2.2,1.4,-0.3,-7.6,-6.1
CC(=O)NCC(=O)N[C@@H](CC(=O)OCc1ccccc1)C(=O)OCc1ccccc1,4.4,-21.9,106.0,28.8,-3.0,2.9,-3.7,0.4,-7.0
O=C(Nc1ccc(Cl)cc1C(=O)N1CCOCC1)c1ccco1,-8.4,1.7,105.0,-6.1,-2.4,-1.3,-1.2,2.0,-0.4
COc1cccc(OCCNC(=O)c2cc(OC)c(OC)c(OC)c2)c1,7.4,-19.5,106.0,5.1,-0.6,1.6,-0.7,3.1,-8.8
COC(=O)C1=C(C)N(Cc2ccccc2)C(=S)N[C@H]1c1ccccc1,-1.9,-22.7,98.0,-7.3,-4.3,-5.4,-2.2,11.5,-10.0
Cc1nc(Cl)c(C(=O)NCc2ccccc2)c(C)c1Cl,6.4,-0.6,93.0,16.5,-2.3,7.2,-1.7,-5.3,1.9
CCCOP(=O)(c1ccc(N(C)C)cc1)C(O)c1ccc(Cl)cc1 (stereo unspecified),-2.8,-32.5,105.0,42.0,-1.5,0.5,-1.8,10.1,-10.4
S=C(NCCc1ccccc1)Nc1ccccn1,-8.2,-6.8,98.0,-21.3,-4.1,3.4,-2.7,16.6,-10.0
CN(c1cccc(NC(=O)CN(c2cccc(F)c2)S(C)(=O)=O)c1)S(C)(=O)=O,-2.6,-8.2,96.0,-30.3,-2.1,-0.1,-0.2,1.2,9.3
Cc1ccc(S(=O)(=O)N2CCCC(C(=O)NCCc3ccccc3)C2)cc1 (stereo unspecified),9.4,-39.1,103.0,46.2,-0.1,0.6,-2.3,5.1,-16.8
COc1ccccc1N1CCN(C(=O)CSc2nc3ncnc(N)c3[nH]2)CC1,0.1,-12.9,105.0,-35.6,-5.0,2.4,-3.6,24.5,-5.9
Cc1ccc2c(c1)N(C(=O)CCC(=O)NCc1cccc(F)c1)CCO2,-5.1,-21.1,103.0,22.8,-3.6,-0.8,-2.9,3.6,6.1
C/C(=N\NC(=O)c1nnn(-c2nonc2N)c1CSc1ccc(Cl)cc1)c1cccnc1,-7.6,-9.7,95.0,50.7,0.7,2.3,-1.6,-15.6,8.3
Cc1cc(C(=O)O)ccc1-n1c(C)cc(/C=C(/C#N)C(=O)Nc2ccccc2)c1C,19.4,-37.8,100.0,19.5,-2.2,.,-0.6,32.2,2.5
COC(=O)Nc1ccc(Cn2cc(C(F)(F)F)ccc2=O)cc1,13.8,-2.5,105.0,27.1,-2.7,.,-3.2,-0.7,-0.8
CC1C(=O)C(C)(C)C(=O)OC1c1ccccc1 (stereo unspecified),4.5,-1.6,88.0,-9.9,-2.0,3.4,-0.8,12.1,-2.4
COc1ccc(OCc2cc(C(=O)N3C[C@@H](C)O[C@@H](C)C3)no2)c(Cl)c1,-4.6,-26.1,97.0,17.4,-2.3,2.6,-0.1,8.3,-58.3
COC(=O)c1ccc(C23CC4(C2)[C@H](CN(Cc2cccnc2)[C@@H]4c2ccccc2)C3c2ccc(C(F)(F)F)cc2)cc1 (stereo partly specified),.,.,107.0,39.7,.,.,.,-10.2,-4.6
CCCCN1C(=O)CC(C(=O)OCC)=C1C,-6.3,-10.3,99.0,9.7,0.1,1.1,-0.2,16.6,-9.5
Cc1nc2sccn2c(=O)c1S(=O)(=O)Nc1cccc(Cl)c1C,0.9,-15.7,100.0,30.6,-1.6,7.0,-0.4,-1.7,-19.5
COc1ccccc1OCC(=O)Nc1nc(-c2ccc(S(=O)(=O)N3CCOCC3)cc2)cs1,-21.6,-24.9,110.0,.,-1.3,0.4,0.1,.,.
CCOCCCNC(=O)c1ccc(CS(=O)(=O)c2cccc(C(F)(F)F)c2)o1,-6.5,-17.7,101.0,9.3,-1.4,0.2,1.5,-12.4,0.1
COC(=O)COc1cc(Br)c(/C=C2/SC(=O)N(CC(=O)N3CCCC3)C2=O)cc1OC,-2.4,-4.6,102.0,13.7,-1.2,-1.3,-0.6,-10.2,-7.2
COc1ccccc1C(=O)NCc1n[nH]c(=S)n1Cc1ccccc1,-1.5,-5.1,104.0,-7.9,-1.5,-1.0,1.3,0.8,10.5
